# C diff growth – C. difficile growth inhibitors, primary screen, HTS; Clostridium difficile clinical isolate growth, OD600, 24 h; hits give low values; growth activity, negative = inhibition, % at 16 µg/mL (by protocol); 86,000 compounds, 0.25% hits;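 active means mean growth activity at or below -80% and every replicate also at or below -80%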;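 further: 0% = DMSO wells and -100% = levofloxacin 16 µg/mL wells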
# Pf Dd2 growth – P. falciparum Dd2 growth inhibitors, primary screen, SYBR Green fluorescence, single dose replicates; 94,000 compounds, 2.3% hits; 72 h; hits give low values; activity change, % at 10 µM; in the data active means activity change below about -80%
# GASC1 inh – inhibitors of GASC-1 (KDM4C) histone demethylase, primary screen, biochemical, single concentration HTS | Lysine-specific demethylase 4C (Homo sapiens), Q9H3R0 | GST-KDM4C 2-372, H3K9me3 peptide, LANCE TR-FRET | inhibition, % at 12.5 µM | 96,000 compounds, 0.15% hits;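 active means mean replicate inhibition above about 25%, with at least 55% of replicates also reaching it, limit read from the data, passing the limit was not always enough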
# Target sequence (Q9H3R0 2-372 limits assumed): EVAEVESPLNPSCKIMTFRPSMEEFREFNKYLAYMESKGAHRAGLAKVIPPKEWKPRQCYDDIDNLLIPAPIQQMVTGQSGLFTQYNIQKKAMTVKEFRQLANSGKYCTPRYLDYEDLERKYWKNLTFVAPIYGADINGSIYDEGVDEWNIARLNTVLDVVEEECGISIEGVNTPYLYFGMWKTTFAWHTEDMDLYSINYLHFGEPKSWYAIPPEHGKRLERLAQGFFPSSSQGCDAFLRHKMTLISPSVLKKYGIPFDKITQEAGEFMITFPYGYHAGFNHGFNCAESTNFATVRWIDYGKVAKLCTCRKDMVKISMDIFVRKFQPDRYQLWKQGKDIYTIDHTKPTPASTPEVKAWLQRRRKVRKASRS
#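 material = GST-tagged GASC-1 (JMJD2C) catalytic fragment, aa 2-372 | amount = enzyme final amount 10 nM | medium = HEPES buffer, pH 7.5, plus ascorbate | also added = H3K9me3 peptide substrate, Fe(II), 2-oxoglutarate | dosing = single dose | times = 30 min demethylation and 1 h detection at room temperature | detection = LANCE TR-FRET | read-out basis = Fall in 671/618 emission ratio as inhibition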
# T cruzi growth – T. cruzi intracellular proliferation inhibitors, primary screen, cell-based, beta-gal Tulahuen parasites, NIH3T3 host, luminescence; T. cruzi beta-gal in NIH3T3, GalScreen luminescence, 90 h; inhibition, % at 8.34 µM; 77,000 compounds, 5.9% hits; AID 624255, 2012;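 active means mean inhibition above about 93%, with at least 55% of replicates each passing it, limit read from the data, passing the limit was not always enough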
# * marks the source's active call; other numbers are inactive results; x = no result given; & = joins results of further samples.
cpd	SMILES	C diff growth	Pf Dd2 growth	GASC1 inh	T cruzi growth
1	COc1ccc(S(=O)(=O)Nc2ccc3c(c2)C(=O)N([C@H](C)CO)C[C@@H](C)[C@@H](CN(C)S(=O)(=O)c2ccc(OC)cc2)OCCCC[C@H](C)O3)cc1	-1.7	-61.2	0.3	52.1
2	CO[C@H]1CN(C)C(=O)c2cc(NC(C)=O)ccc2OC[C@@H](C)N(Cc2ccccn2)C[C@@H]1C	5.8	15.6	-0.6	5.2
3	Cc1ccc(S(=O)(=O)Nc2ccc3c(c2)CC(=O)N([C@@H](C)CO)C[C@H](C)[C@H](CN(C)C)O3)cc1	1.7	-3.6	1.9	-6.7
4	CC=Cc1ccc2n(c1=O)C[C@H]1[C@H](CO)[C@@H](C(=O)NCCCN(C)C)N(Cc3cocn3)[C@@H]21 (mixture of isomers)	0.2	1.5	-3.6	-9.4
5	Cc1noc(C)c1NC(=O)N(C)C[C@H]1Oc2ccc(NC(=O)NC3CCCCC3)cc2CC(=O)N([C@@H](C)CO)C[C@@H]1C	0.8	8.8	2.7	32.6
6	CN(C)C(=O)C[C@@H]1CC[C@H]2[C@@H](COC[C@H](O)CN2Cc2nccs2)O1	-0.4&-1.7	11.9	-2.2	-35.5
7	COc1ccccc1S(=O)(=O)N(C)C[C@H]1OCc2ccccc2-c2ccccc2C(=O)N([C@@H](C)CO)C[C@@H]1C	-4.7	-35.7	0.7	78.4
8	COc1ccccc1C(=O)N1C[C@H]2[C@@H](c3ccccc31)[C@H](CO)N2C(=O)C1CCCC1	0.4	-15.3	-1.0	-8.7

# (next part)
cpd	SMILES	C diff growth	Pf Dd2 growth	GASC1 inh	T cruzi growth
9	C[C@@H]1CN([C@H](C)CO)C(=O)Cc2cc(NC(=O)Nc3ccc4c(c3)OCO4)ccc2O[C@H]1CN(C)Cc1ccc2c(c1)OCO2	-8.0	13.2	9.8	26.7
10	C[C@@H]1CN([C@@H](C)CO)C(=O)c2cc(-c3ccc(F)cc3)cnc2O[C@H]1CN(C)C(=O)Nc1ccc(F)cc1	-2.5	13.7	2.9	-73.7
11	O=C(Nc1ccccc1F)N[C@@H]1CC[C@H](CCNC(=O)C2CCOCC2)O[C@@H]1CO	-3.0	-0.1	4.0	-1.8
12	C[C@@H]1CN([C@@H](C)CO)C(=O)c2cccc(NC(=O)Nc3ccc4c(c3)OCO4)c2O[C@@H]1CN(C)C(=O)Nc1ccc2c(c1)OCO2	-4.2	-89.6*	-0.9	-3.1
13	COc1ccc(NC(=O)Nc2ccc3c(c2)C(=O)N([C@H](C)CO)C[C@H](C)[C@H](CN(C)C(=O)Nc2ccc4c(c2)OCO4)O3)cc1	-9.2	27.7	1.1	3.7
14	C[C@H]1CN([C@@H](C)CO)C(=O)c2cccc(NC(=O)C3CCCCC3)c2O[C@@H]1CN(C)Cc1ccc(C(F)(F)F)cc1	2.5	-29.4	-3.3	30.5
15	OC[C@H]1[C@H](c2ccc(-c3ccc(F)cc3)cc2)[C@H]2CN(Cc3ccccn3)CCCCN21	-6.2	-42.1	-1.3	94.9
16	COc1ccc(S(=O)(=O)Nc2cccc3c2O[C@@H](CN(C)S(=O)(=O)c2ccc(C)cc2)[C@H](C)CN([C@H](C)CO)C3=O)cc1	-11.3	23.8	2.7	24.5

# The results go on:
cpd	SMILES	C diff growth	Pf Dd2 growth	GASC1 inh	T cruzi growth
17	N#C[C@H]1[C@H](c2ccc(-c3cncnc3)cc2)[C@@H](CO)N1C(=O)Cc1ccccc1	-7.1	-2.0	2.8	1.6
18	C[C@H](CO)N1C[C@H](C)[C@@H](CN(C)CC2CCCCC2)OCc2ccccc2-c2c(n(C)c3ccccc23)C1=O	4.4	-63.8	0.3	x
19	CCCN(C)C[C@@H]1Oc2cc(C#Cc3ccccc3OC)ccc2S(=O)(=O)N([C@H](C)CO)C[C@@H]1C	10.7	-84.2*	-1.9	96.7*
20	CN(C)CC#Cc1cccc(-c2nc(C(=O)N3CCN(C)CC3)cc3c2[C@@H](CCO)N(S(=O)C(C)(C)C)C3)c1 (some centres not stated)	x	22.3	x	0.1
21	COCC(=O)N1C[C@@H](C)[C@H](OC)CN(C)C(=O)c2cc(NC(=O)c3ccccc3)ccc2OC[C@H]1C	x	25.9	-0.2	x
22	C[C@H](CO)N1C[C@H](C)[C@H](CN(C)C(=O)NC2CCCCC2)Oc2cc(C#Cc3cccc(F)c3)ccc2S1(=O)=O	-6.4	-61.2	0.0	x
23	CNC(=O)C[C@H]1CC[C@H]2[C@H](COc3ccc(NC(=O)c4ccc(F)cc4)cc3C(=O)N2C)O1	-4.0	13.5	1.2	19.2
24	COc1ccc(NC(=O)N2CC(=O)N3[C@@H](CO)[C@H](c4ccc(C5=CCCC5)cc4)[C@@H]3C2)cc1	1.5	-8.5	-1.7	x

# Next part:
cpd	SMILES	C diff growth	Pf Dd2 growth	GASC1 inh	T cruzi growth
25	CCCN(C)C[C@@H]1Oc2ncc(-c3ccccc3OC)cc2C(=O)N([C@H](C)CO)C[C@H]1C	2.1	-59.9	0.8	51.5
26	O=C(Cc1cccnc1)N[C@H]1CC[C@H](CCNS(=O)(=O)c2ccccc2Cl)O[C@@H]1CO	-2.0	5.8	0.0	53.6
27	C[C@@H]1CN([C@H](C)CO)C(=O)c2cc(NS(=O)(=O)c3ccc(Cl)cc3)ccc2O[C@@H]1CN(C)C(=O)Nc1ccc2c(c1)OCO2	-7.3	32.7	1.7	-126.9
28	C[C@H]1CN([C@@H](C)CO)C(=O)c2cc(-c3ccncc3)cnc2O[C@@H]1CN(C)C(=O)c1ccncc1	4.1	42.4	-1.0	-2.4
29	CCNC(=O)[C@H]1[C@H](CO)[C@H]2Cn3c(ccc(-c4ccccc4F)c3=O)[C@H]2N1C(=O)CC	-1.8	x	-1.3	-14.3
30	CC(C)NC(=O)N(C)C[C@H]1OCCCC[C@@H](C)Oc2ccc(NC(=O)Cc3ccccc3)cc2C(=O)N([C@@H](C)CO)C[C@@H]1C	3.1	-55.1	-0.4	33.5
31	CCS(=O)(=O)Nc1ccc2c(c1)C(=O)N(C)C[C@@H](OC)[C@@H](C)CN(CCC(F)(F)F)[C@@H](C)CO2	x	7.4	0.3	23.9
32	CCC(=O)N(C)C[C@H]1Oc2ncc(-c3ccc(F)cc3)cc2C(=O)N([C@@H](C)CO)C[C@@H]1C	-7.4	44.7	0.0	4.1

# One compound at a time, from the list above. Values in the order: C diff growth	Pf Dd2 growth	GASC1 inh	T cruzi growth
# C[C@@H]1CN([C@H](C)CO)C(=O)c2cc(NS(=O)(=O)c3ccc(Cl)cc3)ccc2O[C@@H]1CN(C)C(=O)Nc1ccc2c(c1)OCO2 is listed with -7.3	32.7	1.7	-126.9
# CCS(=O)(=O)Nc1ccc2c(c1)C(=O)N(C)C[C@@H](OC)[C@@H](C)CN(CCC(F)(F)F)[C@@H](C)CO2 is listed with x	7.4	0.3	23.9

# Following part:
cpd	SMILES	C diff growth	Pf Dd2 growth	GASC1 inh	T cruzi growth
33	CCCC#Cc1ccc([C@H]2[C@@H](CO)N(S(=O)(=O)c3cccc(F)c3)[C@H]2C#N)cc1	8.3	-5.9	-3.6	88.6
34	Cc1noc(C)c1NC(=O)Nc1ccc2c(c1)C(=O)N([C@H](C)CO)C[C@@H](C)[C@@H](CN(C)S(=O)(=O)c1ccc(F)cc1)OCCCC[C@H](C)O2	1.6	-46.2	-0.7	3.6
35	COc1ccc(CN(C)C[C@@H]2OCCCC[C@H](C)Oc3ccc(NS(C)(=O)=O)cc3C(=O)N([C@@H](C)CO)C[C@@H]2C)cc1	2.1	22.6	-0.5	-13.6
36	CNC(=O)C[C@@H]1CC[C@H]2[C@@H](COc3ccc(NC(=O)Nc4cc(C)cc(C)c4)cc3C(=O)N2C)O1	-1.8	3.8	2.0	-7.9
37	Cc1ccc(S(=O)(=O)N(C)C[C@H]2Oc3cc(C#Cc4ccncc4)ccc3S(=O)(=O)N([C@H](C)CO)C[C@H]2C)cc1	1.3	-76.8	-16.5	77.7
38	Cc1noc(C)c1NC(=O)Nc1ccc2c(c1)C(=O)N([C@@H](C)CO)C[C@@H](C)[C@H](CN(C)C(=O)Nc1ccccc1)OCCCC[C@H](C)O2	-2.4	0.7	-1.1	-51.4
39	C[C@H](CO)N1C[C@H](C)[C@H](CN(C)Cc2ccc(C(=O)O)cc2)OCc2ccccc2-c2c(n(C)c3ccccc23)C1=O	5.5	3.8	x	x
40	CCCNC(=O)N1C[C@@H](C)[C@@H](OC)CN(C)C(=O)c2ccc(NC(=O)C3CCC3)cc2OC[C@H]1C	x	6.0	-1.4	-355.8

# Following part:
cpd	SMILES	C diff growth	Pf Dd2 growth	GASC1 inh	T cruzi growth
41	CC(C)C#Cc1cnc2c(c1)C(=O)N([C@H](C)CO)C[C@H](C)[C@H](CN(C)C(=O)Nc1cc(F)ccc1F)O2	-6.4	x	-1.2	44.4
42	C[C@@H]1CCCCO[C@H](CN(C)CC2CC2)[C@@H](C)CN([C@H](C)CO)C(=O)c2cc(NS(=O)(=O)c3cccs3)ccc2O1	4.2	25.5	0.7	-10.6
43	C[C@H](CO)N1C[C@H](C)[C@H](CN(C)C(=O)c2ccccc2)OCCCC[C@H](C)Oc2ccc(NS(=O)(=O)c3ccc(F)cc3)cc2C1=O	6.9	3.0	2.5	62.2
44	O=C(C[C@@H]1C=C[C@H](NS(=O)(=O)c2ccccc2)[C@H](CO)O1)NCc1ccccc1F	-6.0	-5.9	0.1	16.6
45	COc1ccc(S(=O)(=O)NC[C@@H]2CC[C@H]3[C@H](CN3Cc3cc(F)ccc3F)O2)cc1	13.5	-13.6	x	x
46	O=C(N[C@H]1CC[C@@H](CC(=O)N2CCc3ccccc3C2)O[C@@H]1CO)C1CC1	-2.4	2.0	0.9	x
47	CC(C)NC(=O)Nc1ccc2c(c1)CC(=O)N([C@@H](C)CO)C[C@H](C)[C@@H](CN(C)Cc1ccc(C(=O)O)cc1)O2	-2.2&-6.1	5.8	0.0	x
48	C[C@H](CO)N1C[C@H](C)[C@H](CN(C)C(=O)Nc2cccc3ccccc23)OCCCC[C@H](C)Oc2ccc(NS(=O)(=O)c3ccc(Cl)cc3)cc2C1=O	4.9	-14.5	0.3	95.7*

# 2 entries from above, with two lines to a compound:
# Value order: C diff growth	Pf Dd2 growth	GASC1 inh	T cruzi growth
(46) O=C(N[C@H]1CC[C@@H](CC(=O)N2CCc3ccccc3C2)O[C@@H]1CO)C1CC1
  -2.4	2.0	0.9	x
(47) CC(C)NC(=O)Nc1ccc2c(c1)CC(=O)N([C@@H](C)CO)C[C@H](C)[C@@H](CN(C)Cc1ccc(C(=O)O)cc1)O2
  -2.2&-6.1	5.8	0.0	x

# The listing picks up; the 7 compounds before the break are reprinted first.
cpd	SMILES	C diff growth	Pf Dd2 growth	GASC1 inh	T cruzi growth
42	C[C@@H]1CCCCO[C@H](CN(C)CC2CC2)[C@@H](C)CN([C@H](C)CO)C(=O)c2cc(NS(=O)(=O)c3cccs3)ccc2O1	4.2	25.5	0.7	-10.6
43	C[C@H](CO)N1C[C@H](C)[C@H](CN(C)C(=O)c2ccccc2)OCCCC[C@H](C)Oc2ccc(NS(=O)(=O)c3ccc(F)cc3)cc2C1=O	6.9	3.0	2.5	62.2
44	O=C(C[C@@H]1C=C[C@H](NS(=O)(=O)c2ccccc2)[C@H](CO)O1)NCc1ccccc1F	-6.0	-5.9	0.1	16.6
45	COc1ccc(S(=O)(=O)NC[C@@H]2CC[C@H]3[C@H](CN3Cc3cc(F)ccc3F)O2)cc1	13.5	-13.6	x	x
46	O=C(N[C@H]1CC[C@@H](CC(=O)N2CCc3ccccc3C2)O[C@@H]1CO)C1CC1	-2.4	2.0	0.9	x
47	CC(C)NC(=O)Nc1ccc2c(c1)CC(=O)N([C@@H](C)CO)C[C@H](C)[C@@H](CN(C)Cc1ccc(C(=O)O)cc1)O2	-2.2&-6.1	5.8	0.0	x
48	C[C@H](CO)N1C[C@H](C)[C@H](CN(C)C(=O)Nc2cccc3ccccc23)OCCCC[C@H](C)Oc2ccc(NS(=O)(=O)c3ccc(Cl)cc3)cc2C1=O	4.9	-14.5	0.3	95.7*
49	Cc1ccc(S(=O)(=O)Nc2ccc3c(c2)C(=O)N([C@@H](C)CO)C[C@@H](C)[C@@H](CN(C)C(=O)Nc2c(C)noc2C)OCCCC[C@H](C)O3)cc1	3.4	10.9	-0.5	-5.6
50	C[C@H]1CN([C@@H](C)CO)C(=O)Cc2cc(NC(=O)Cc3cn(C)c4ccccc34)ccc2O[C@@H]1CN(C)S(=O)(=O)c1ccc(Cl)cc1	x	-49.2	-0.5	17.9
51	C[C@@H]1CN([C@H](C)CO)C(=O)Cc2cc(NC(=O)Cc3ccccc3)ccc2O[C@H]1CN(C)Cc1ccc(-c2ccccc2)cc1	-15.6	15.0	-1.4	81.7
52	O=C(Nc1ccccc1)[C@@H]1[C@@H](CO)[C@@H]2Cn3c(cccc3=O)[C@@H]2N1C(=O)C1CC1	5.7	1.3	-2.3	90.7
